ERK EGF inh = inhibitors of EGF-stimulated ERK signaling pathway; 130,000 tested, 0.41% active; HEK293-V1b, EGF-stimulated phospho-ERK AlphaScreen; Potency, µM (titrated, usually from 11.5 µM), inactives show at the top dose activity change, negative = inhibition, hits mostly inhibitors; AID 1454; active = well fitted inhibition curve with a large enough effect; inconclusive = small, poorly fitted or top-dose-only effect, or effect the other way;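 also: plate controls were stimulated vehicle wells for no effect and unstimulated vehicle basal for full effect; nearly all actives have a fitted effect of over 55% in size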
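Homogeneous cell-based phospho-ERK assay: HEK293/V1b cells in 1% FBS, compound 30 min then EGF 5 min, AlphaScreen luminescence. Activity normalized between DMSO and 25 nM EGF controls; AC50 from Hill modelling.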
Starred values were filed as active, the others as inactive; ? = inconclusive; [ ] = remark or other dose. Potency is read from the fitted curve at half-maximal effect. Not all compounds are listed. The share of hits here may be higher or lower than overall.

SMILES	ERK EGF inh
COc1cccc(C(=O)Nc2ccc(S(=O)(=O)Nc3nccc(C)n3)cc2)c1	-9%
CCOC(=O)/C(=N\Nc1ccc(Br)cc1)N1CC(C)OC(C)C1 (stereo not drawn)	-8%[57.5 µM]
CCOc1ccc(CCn2c(-c3ccco3)nc3ccccc3c2=O)cc1OCC	?
CCC(=O)Nc1ccc(OCc2nc3ccccc3s2)cc1	4%
O=C(Cn1cc2c(n1)CCCC2)N1CCc2ccccc21	2%
O=C1OCc2ccc(NC(=O)c3sccc3Cl)cc21	7%[57.5 µM]
CC(C)CCNC(=O)c1ccc2c(SCC(=O)O)c3c(nc2c1)CCC3	-10%[57.5 µM]
Cc1ccc(-c2csc(C3=C(O)CN(NC(=O)c4ccc([N+](=O)[O-])cc4)C3=N)n2)cc1	-6%
O=C(O)CN(c1ccccc1)S(=O)(=O)c1cc(C(F)(F)F)cc(C(F)(F)F)c1	-3%
CC(C)(C)Cc1cc(N)on1	5%
Cc1ccccc1C(=O)Nc1ccnc(-c2ccncc2)n1	4%
CSc1nc(-c2ccc(Cl)cc2Cl)[nH]c(=O)c1C#N	-9%
Cc1cc(NC(=O)CSc2nc3ccccc3n2CC(=O)N2CCC(C)CC2)no1	6%
Cc1ccc[n+](CC(=O)c2ccc(-c3ccccc3)cc2)c1	-5%
CSc1nnc(COc2ccc(C)cc2)n1N	12%
O=C(C[n+]1ccc(C(=O)NCc2ccccc2)cc1)c1ccc2c(c1)OCCO2	4%
Cc1cccn2c(CN3CCNC(=O)CC3)c(C(=O)N(C)CCc3ccccc3)nc12	5%[57.5 µM]
CC(=O)c1cccc(NC(=O)CSC(=O)c2ccccc2)c1	-10%
Cc1nc(N2CCCCC2)c(C#N)c(C)c1[N+](=O)[O-]	7%
CCCCNc1nc2ccccc2n1CC(=O)Nc1c(C)cccc1CC	-3%
N#C/C(=C/c1ccc(Br)o1)C(N)=O	-5%
Cc1[nH]c2ccccc2c1C(=O)CSc1nc2ccccc2c(=O)n1-c1ccccc1F	-1%
Cc1ccc(NCCC#N)cc1C	5%
CN(c1ccccc1)S(=O)(=O)c1cccc(NC(=O)c2ccc3ncsc3c2)c1	?
COc1ccccc1CC(=O)NCC(c1ccco1)N1CCCCC1 (stereo not drawn)	4%

Next part (5 carried over from the part before).
SMILES	ERK EGF inh
N#C/C(=C/c1ccc(Br)o1)C(N)=O	-5%
Cc1[nH]c2ccccc2c1C(=O)CSc1nc2ccccc2c(=O)n1-c1ccccc1F	-1%
Cc1ccc(NCCC#N)cc1C	5%
CN(c1ccccc1)S(=O)(=O)c1cccc(NC(=O)c2ccc3ncsc3c2)c1	?
COc1ccccc1CC(=O)NCC(c1ccco1)N1CCCCC1 (stereo not drawn)	4%
Cc1onc(-c2ccccc2Cl)c1C(=O)NC(=S)NCC(=O)c1ccccc1	2%
Cc1cccc(C)c1NC(=O)COC(=O)c1c2c(nc3ccccc13)/C(=C\c1ccc3c(c1)OCO3)CCC2	1%
O=C(Nc1ccc(F)c(Cl)c1)Nc1cnccn1	-9%
COc1ccccc1NS(=O)(=O)c1ccc(C)c(NC(=O)NCCCl)c1	-7%[57.5 µM]
CCOC(=O)Cc1csc(NC(=O)CSc2nnc3ccccn23)n1	-13%
Cc1c(NC(=O)Nc2ccccc2Cl)sc(=S)n1C	-4%
COc1ccc(-n2c(=O)c3c(C)c(C)sc3n(Cc3cccc(F)c3)c2=O)c(OC)c1	-3%
CCC(Cc1ccccc1)NC(=O)Cn1ncc2ccsc2c1=O (stereo not drawn)	-5%
Cn1nc(-c2ccccc2)c2cc(C(=O)O)sc21	-1%
O=C(CSc1n[nH]c(-c2ccccc2F)n1)NCC(=O)Nc1ccc(F)c(F)c1F	1%
COc1ccccc1CNC(=S)NC1CCCC1	-2%
Cc1ccc(-n2c(SCC(=O)N/N=C/c3c(C)nn(-c4ccccc4)c3C)nc3ccccc3c2=O)cc1	2%
COc1ccccc1NC(=O)Nc1cccc(C(=O)O)c1	-1%
CCCn1ncc([C@@H]2C[C@H]3CN(Cc4cccc(Cl)c4)C(=O)[C@]34CCCN24)c1C	0%
O=C(Nc1ccccc1)N1CCCC2(CCN(C(=O)c3cnccn3)CC2)C1	5%
O=c1cc(-c2cccc(O)c2)oc2cccc(O)c12	-7%
O=C(O)c1ccc(CS(=O)(=O)c2cccc(C(F)(F)F)c2)o1	-5%[57.5 µM]
CCCCCN1CC(O)=C(c2nc3ccccc3[nH]2)C1=N	-4%
CC(Sc1nnnn1C1CCCCC1)C(=O)O (stereo not drawn)	-7%
CC(=O)Nc1ccc(C(=O)OCC(=O)/C(C#N)=C(\C)N)cc1	26%
CCCCCCC[N+](CC)(CC)CCCCc1ccc(Cl)cc1	-9%[25.7 µM]
CN(C)/C=N/c1nc2nccc(-c3ccc(Cl)cc3)n2n1	1%
COc1cccc(CNC(=O)CN2CCC(c3nc4ccc(C)cc4[nH]3)CC2)c1	1%
Cc1cc(C)c(-n2nnnc2SCC(=O)c2cccs2)c(C)c1	-8%[57.5 µM]
CCNC(=S)Nc1ccc(S(=O)(=O)Nc2cc(C)nc(C)n2)cc1	0%
The list goes on:
SMILES	ERK EGF inh
COc1ccc2cc3c(N)nn(C(=O)Cc4c[nH]c5ccccc45)c3nc2c1	0%[57.5 µM]
O=C(O)/C=C/C(=O)NCCCc1ccccc1	-20%[57.5 µM]
CCc1ccc2c(CN3CCc4cc(OC)c(OC)cc4C3)cc(=O)oc2c1	-3%
CSc1nc(C)cc(C)c1C(N)=O	5%
O=C(CSc1nc2ccccc2[nH]1)Nc1nc(-c2ccccc2)c(-c2ccccc2)o1	-1%
O=S(=O)(c1cccc(C(F)(F)F)c1)N1CCCC1c1cccnc1 (stereo not drawn)	-14%[57.5 µM]
COC(=O)CCCCC1SCC2NC(=O)NC21 (stereo not drawn)	-1%
COc1ccc(-c2[nH]ncc2C=O)cc1OC	-2%[57.5 µM]
CC1(C)CC(=O)C2=C(C1)N(c1ccccc1)C(=O)CC2c1ccc(O)cc1 (stereo not drawn)	-12%
O=C(c1cccs1)N(c1cccc(Cl)c1)C1C=CS(=O)(=O)C1 (stereo not drawn)	-6%
COc1ccc(Nc2ccc(N3C(=O)CC(C)C3=O)cc2[N+](=O)[O-])cn1 (stereo not drawn)	6%
Cc1ccc(/C=N/n2c(-c3ccncc3)n[nH]c2=S)cc1	-3%
COC(=O)[C@@]1(Cc2ccc(OC)cc2)[C@H]2c3cc(C(=O)N4CCCC4)n(CCN4CNCC4=O)c3C[C@H]2CN1C(=O)c1ccccc1	-2%
C=CCN(c1ccc(C(=O)Nc2ccc(NC(C)=O)cc2)cc1)S(C)(=O)=O	5%[57.5 µM]
Cc1ccccc1N1C(=S)NC2c3ccccc3OC1(C)C2C(=O)N(C)C (stereo not drawn)	14%
CCc1ccc(-n2c(=O)c3ccccc3n(CC(=O)NCc3ccco3)c2=O)cc1	?
O=C(Nc1ccc(N2CCN(C(=O)c3ccccc3)CC2)cc1)c1ccc([N+](=O)[O-])o1	31%
COc1ccc(CC(=O)O)cc1O	3%[57.5 µM]
CCc1nnc(N2C(=O)c3ccccc3C2(O)c2ccccc2)s1 (stereo not drawn)	13%[57.5 µM]
COc1ccc(Cl)cc1C(=O)CSc1nnnn1C	7%
CC(C)CN1CCN(Cc2nc(C(C)C)cs2)CC1CCO (stereo not drawn)	-4%
COc1ccc(CCNC(=O)CSCc2ccc(F)cc2)cc1OC	0%
COc1ccc(OC)c(C(=O)c2ccc(C(=O)N3CCN(Cc4csc(C)n4)CC3)cc2)c1	-3%
CCOc1ccccc1-n1c(CNc2ccc(F)cc2)nnc1SCC(=O)NCc1ccco1	6%
COc1ccc(/C=N/NC(=O)CCOc2ccccc2C)cc1OC	6%
Carrying on.
SMILES	ERK EGF inh
CC12CCC(C(=O)N(CC(O)CN3CCN(Cc4ccccc4)CC3)C1=O)C2(C)C (stereo not drawn)	4%[57.5 µM]
CCCCc1c(C)nc2c(OC)cccc2c1SCCC(=O)O	7%
CN(C)CCCNc1nc2sc3c(c2c(=O)n1CCc1ccccc1)CCCCC3	-3%[57.5 µM]
Cc1ccc(C)c(Oc2coc3cc(OCC(=O)Nc4ccccc4C(C)C)ccc3c2=O)c1	8%
CCN(CC)CCOc1ccc2c(c1)C(=NNC(=O)c1ccccn1)c1cc(OCCN(CC)CC)ccc1-2	?
CN1CCN(C(=S)Nc2cccc(Cl)c2)CC1	4%
CCCc1cc(=O)oc2c(CN(CC)CC)c(O)c(Cl)cc12	-4%[57.5 µM]
CC(C)c1ccc(OCC(=O)N2CCCCCC2)c(Br)c1	-6%
CCCCNC(=O)CCn1c(=O)c2ccccc2n(CC(=O)NCCc2ccc(OC)c(OC)c2)c1=O	-4%
Cc1nc2ccccn2c1-c1ccnc(=S)[nH]1	0%[57.5 µM]
Cc1ccccc1C(=O)NC(=S)Nc1ccc(N2CCOCC2)cc1	-3%
CCN(CC)C(=O)CC(c1cc(OC)c(OC)c(OC)c1)c1c(OC)cc(OC)c2c(-c3ccccc3)cc(=O)oc12 (stereo not drawn)	-1%[57.5 µM]
COc1ccccc1CN1CCCC2(CCN(C(=O)c3csnn3)CC2)C1	-5%
COc1cc(Br)c(Br)c(Br)c1N	-3%[57.5 µM]
NS(=O)(=O)c1ccc(NC(=O)COC(=O)c2cn(-c3ccccc3)nc2-c2ccc(F)cc2)cc1	1%
N#Cc1ccccc1NC(=S)Nc1ccc(F)cc1	0%
COC(=O)/C(N=Nc1c(C)n(C)n(-c2ccccc2)c1=O)=C(\C)O	9%
C=CCN1C(=O)C(CC(=O)O)SC1=Nc1ccc(N=Nc2ccccc2)cc1 (stereo not drawn)	-3%[57.5 µM]
COc1ccccc1C(=O)NC(=S)Nc1ccc(NC(=O)c2ccco2)cc1	-15%
Cc1cc(C)cc(C(=O)NC(=S)Nc2ccc(-c3cc4ccccc4oc3=O)cc2)c1	-3%
Nc1nc2nn(-c3ccccc3)nc2c(=O)[nH]1	-4%[57.5 µM]
O=C(c1cnn(C(=O)c2ccccc2)c1)c1ccccc1O	-5%
Cc1cccc(Nc2c(-c3ccc(O)cc3)nc3ncccn23)c1	6%[57.5 µM]
CN(c1ccccc1)S(=O)(=O)c1ccc(NC(=S)NC(=O)C2CC2)cc1	4%
CC(NCc1ccc(F)cc1)C(=O)NC1CCCCC1 (stereo not drawn)	-6%
(list continues)
SMILES	ERK EGF inh
O=C(Oc1ccccc1)c1cccnc1Oc1ccccc1	-3%[57.5 µM]
COC(=O)c1cc2c(s1)-c1ccc(OC)cc1CC2	-2%[57.5 µM]
O=C(Nc1cccc2ccccc12)N1N=CCC1c1ccccc1 (stereo not drawn)	-1%[57.5 µM]
Cc1nnsc1C(=O)NCc1c(F)cccc1Cl	-4%[57.5 µM]
CCOc1cc(/C=N/NC(=O)c2cc(C)n(-c3ccc(F)cc3)c2C)ccc1O	-4%[57.5 µM]
O=C(CSc1ccccc1)NC1=NCCS1	4%[57.5 µM]
CC1(C)OC(=O)NC1=O	14%
NS(=O)(=O)c1ccc(NC(=O)Nc2ccc(S(N)(=O)=O)cc2)cc1	-5%[57.5 µM]
Cc1nc2cc(C(=O)O)ccc2n1C1CCCCC1	-9%
O=C(O)CCCNC(=O)Nc1ccccc1	-2%
CCOc1ccccc1OCC(=O)NNC(=O)Cn1cnc2c1c(=O)n(C)c(=O)n2C	23%
CC(=O)OCC(=O)Nc1c(C)cc(C)cc1C	-4%
COc1ccc(OCC(=O)O/N=C(\N)c2ccc(OC)cc2)cc1	-2%[57.5 µM]
COc1cc(CNC(C)(C)CO)cc(Br)c1OCc1ccc(Cl)cc1Cl	4%
Cc1c(Cl)cccc1NC(=S)N1CCc2ccccc2C1	-1%
CCn1c(CSCc2ccc(Cl)cc2)n[nH]c1=S	-3%
Cc1cc(C[n+]2cc(Cl)ccc2N)c2ncccc2c1	-4%[57.5 µM]
O=c1cc2c(nn1Cc1ccccc1)-c1ccccc1CC2	-11%
O=C(N/N=C/c1cccs1)c1cncc(Br)c1	7%
O=C(/C=C/Nc1ccccc1F)c1ccc(Br)cc1	9%
Cc1ccc(CNC(=O)CN(c2cccc([N+](=O)[O-])c2)S(=O)(=O)c2ccccc2)cc1	4%
COc1ccc2c(c1)nc(SCC(O)c1ccccc1)n2C (stereo not drawn)	3%
Nc1nc(C23CC4CC(CC(C4)C2)C3)[nH]c(=O)n1	3%[57.5 µM]
CC(Sc1nncn1-c1ccccc1)C(=O)Nc1cccc([N+](=O)[O-])c1 (stereo not drawn)	2%
Cc1cc(C)c2nc(SCC(=O)N3CC(=O)Nc4ccccc43)c(C#N)cc2c1	-9%

Reformatted as a markdown table: entries from further up
| Molecule | ERK EGF inh |
| --- | --- |
| CN(C)/C=N/c1nc2nccc(-c3ccc(Cl)cc3)n2n1 | 1% |
| COc1cccc(CNC(=O)CN2CCC(c3nc4ccc(C)cc4[nH]3)CC2)c1 | 1% |
| Cc1cc(C)c(-n2nnnc2SCC(=O)c2cccs2)c(C)c1 | -8%[57.5 µM] |
| CCNC(=S)Nc1ccc(S(=O)(=O)Nc2cc(C)nc(C)n2)cc1 | 0% |
| COc1ccc2cc3c(N)nn(C(=O)Cc4c[nH]c5ccccc45)c3nc2c1 | 0%[57.5 µM] |
| O=C(O)/C=C/C(=O)NCCCc1ccccc1 | -20%[57.5 µM] |

Continuation:
SMILES	ERK EGF inh
Cc1nc([N+](=O)[O-])cn1Cc1cccc([N+](=O)[O-])c1	6%
O=C(NCCCN1CCOCC1)C1Cc2c(ccc3ccccc23)O1 (stereo not drawn)	-6%
O=C1CC(N2CCSCC2)C(=O)N1c1cccc(Br)c1 (stereo not drawn)	11%
CCOC(=O)C1CCCN(c2cc(NCCCO)c([N+](=O)[O-])c3nonc23)C1 (stereo not drawn)	-3%
CCCN(CCC)C(C)C(=O)NCC1(c2ccccc2)CCCC1 (stereo not drawn)	-18%
O=c1oc2cc(Oc3ccc(C(F)(F)F)cc3[N+](=O)[O-])ccc2c2c1CCCC2	?

High-throughput results from PubChem BioAssay.
